dFosB act = activators of mouse delta FosB homodimer. 340,000 compounds, 0.99% hits. activation, % at 25 µM. purified delta FosB, TAMRA-CDK5 oligo fluorescence polarization; percent of positive-control signal above neutral wells. AID 493131;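 active means mean activation above about 17%, with every replicate also reaching it, limit read from the data, passing the limit was not always enough; inconclusive means only one of the two conditions met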;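 further: fluorescence polarization rise as delta FosB binds a TAMRA Cdk5 AP-1 oligo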
NSD2 HMT inh = inhibitors of human histone methyltransferase NSD2; AID 743445; 310,000 compounds, 0.54% hits; inhibition, % at 12.5 µM; O96028; NSD2 peptide methylation, AlphaScreen, 120 min; in the data active means inhibition above about 50%
Mot1-301 SUMO = inhibitors of SUMOylation pathway: yeast Mot1-301 growth rescue. S. cerevisiae Mot1-301 growth rescue, ATP luminescence, 38.5C; percent above DMSO median, 100 means doubled. growth rescue, % at 18.8 µM. 320,000 compounds, 1% hits. AID 2716;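 active means every valid replicate shows activation above 250% relative to neutral control wells; inactive means the rest, any valid replicate at or below 250%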;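 further: OY570 slx delta 5 strain wells were the positive control but not used for scaling; some compounds called inactive have numbers as strong as hits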
MITF TRPM1 HTS = increases MITF-driven TRPM1 promoter luciferase signal | activation, % at 12.5 µM | SK-MEL-5 TRPM1-promoter luciferase, 24 h; % of positive control, neutral wells = 0 | 300,000 compounds, 0.75% hits;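 active means mean activation of at least 80% with every replicate also reaching 80%; inconclusive means mean reaches 80% but some replicate falls short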;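 further: 0% = neutral control wells and 100% = parthenolide positive control wells; values of inactives mirror those of a sister screen read the other way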
CDK5 inh = inhibitors of human CDK5/p35 kinase. Q00535+Q15078. Recombinant CDK5/p35, ADP-Glo luminescence, 60 min. inhibition, % at 10 µM. 330,000 compounds, 0.01% hits. AID 488839;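 active means highest replicate inhibition of at least 50% and at least 75% of replicates reaching 50%; inconclusive means only one of the two criteria met; inactive means both criteria failed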;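 further: plate controls were DMSO neutral control for no effect and GW8510 at 10 µM for full effect; many of its hits are not listed in these tables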
SR-BI HDL uptake = inhibitors of mouse SR-BI mediated HDL lipid uptake; ldlA[mSR-BI] CHO cells, DiI-HDL uptake fluorescence, 3 h; inhibition, % at 12.5 µM; 320,000 compounds, 0.96% hits; AID 488896;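 active means mean replicate inhibition of at least 70% and a set share of replicates each scoring 70 or more; inconclusive means meets just one of the two criteria; inactive means fails both criteria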;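 further: 0% = median of neutral control wells and 100% = median of positive control wells; values of inactives mirror those of a sister screen read the other way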
DSG3 Ab inh = human desmoglein-3 autoantibody binding inhibition. P32926. DSG3-coupled beads, scFv-anti-DSG3-GFP binding, flow cytometry; stronger effect = lower value. binding (percent of control), % at 10 µM. 310,000 compounds, 0.48% hits. AID 588358;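 active means binding more than 3 SD below its plate's average and above zero; inconclusive means below that plate limit but binding exactly zero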;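 further: hits lower antibody fragment binding to DSG3; some compounds called inactive have numbers as strong as hits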
SR-BI DiI-HDL act = SR-BI HDL lipid transfer activation; 320,000 compounds, 0.096% hits; activation, % at 12.5 µM; CHO ldlA[mSR-BI] cells, DiI-HDL uptake fluorescence, 3 h; 100 = double the neutral-control signal;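 active means mean replicate activation of at least 60% and every replicate at or above 60%; inconclusive means mean or all-replicate condition met, but not both; inactive means mean below 60% and not all replicates reaching 60%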;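 further: 0% = median plate neutral-control signal and 100% = twice that signal; values of inactives mirror those of a sister screen read the other way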
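Assay system: LDL receptor-deficient CHO ldlA cells overexpressing murine SR-BI / Medium: BSA-supplemented, HEPES-buffered Ham's F12, pH 7.4 / Probe or stimulus: DiI-labelled HDL at 10 µg/mL final / Timing: compound with DiI-HDL co-incubation, 3 h at 37 °C / Technique: bottom-read cell fluorescence after medium removal, ex 550/em 595 nm / Measure: HDL uptake via cellular fluorescence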
PKA-R1A act = activates the PKA-R1A holoenzyme complex. PKA-R1A dissociation, Cy5-IP20 fluorescence polarization; scaled: DMSO 0%, 113 µM cGMP 100%. AID 504707. activation, % at 11.4 µM. 340,000 compounds, 0.083% hits;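 active means percent activation above the mean of all tested compounds plus 3 SD, cut at about 19% in these data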;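 further: higher means more PKAc released from R1A so a rise in polarization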
PKA-R2B activ = activates the human PKA-R2B holoenzyme complex; P22694+P31323; PKA-R2B holoenzyme dissociation, Cy5-IP20 fluorescence polarization; R2B truncated from residue 108, S112A mutant; 0% DMSO only, 100% 113 µM cGMP; activation, % at 11.4 µM; 340,000 compounds, 0.079% hits; AID 504700;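 active means activation above a cutoff set at the mean over all compounds plus 3 SD, cut at about 18% in these data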;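 further: higher means more holoenzyme dissociation and a rise in polarization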
Arr AP2 block = blocks beta-arrestin peptide binding to AP2 adaptin; inhibition, % at 10 µM; FITC-arrestin peptide / GST-AP2 beads, flow cytometry; AP2 beta2 appendage carries R879A mutation; AID 504490; 340,000 compounds, 0.31% hits;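 active means inhibition above a set limit, near 3 SD of compounds lacking own fluorescence, cut at about 54% in these data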;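 further: plate controls were DMSO wells for no effect and 5 µM unlabelled arrestin peptide for full effect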
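System: GST-AP2 R879A bound to glutathione beads, E. coli-expressed. Also added: 50 nM FITC-arrestin peptide. Schedule: compound with beads 12 min RT, then probe 1 h RT. Signal: bead flow cytometry, FITC channel. Read-out basis: percent response.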
The depositor's hits bear a star; ? = inconclusive; · = no result given.

SMILES	dFosB act	NSD2 HMT inh	Mot1-301 SUMO	MITF TRPM1 HTS	CDK5 inh	SR-BI HDL uptake	DSG3 Ab inh	SR-BI DiI-HDL act	PKA-R1A act	PKA-R2B activ	Arr AP2 block
Nc1cccc(C(=O)N/N=C/c2ccsc2)c1	-5	1	5	22	0.1	-18	114	18	-3	-7	4
COCC(C)NS(=O)(=O)c1ccc(C(=O)NC(Cc2ccccc2)c2ccccc2)cc1 (configuration not stated)	-4	2	-6	5	-5.4	20	103	-20	-14	-4	1
COc1cc([N+](=O)[O-])cc2cc(C(=O)N3CCN=C3c3ccccc3)c(=O)oc12	0	2	·	-19	-1.7	·	100	·	-2	0	-18
COc1ccc(S(=O)(=O)N2CCCC(C(=O)N3CCOCC3)C2)cc1Cl (configuration not stated)	-3	-2	11	14	0.6	-5	·	5	2	3	3
CCOc1cccc2cc(C(=O)OCC(=O)Nc3c(C)cccc3CC)c(=O)oc12	7	2	·	75	0.6	-5	100	5	15	-1	4
Cc1cccc(C)c1NC(=O)CNCC(=O)Nc1c(C)cccc1C	-5	36	228	-4	-0.4	-15	102	15	-5	-1	-4
CC(=O)c1ccc(Nc2nc(C)cc(C)n2)cc1	3	-2	-6	66	-2.6	·	114	·	-8	-2	2
COc1ccc(CN2CCCC(CO)(Cc3ccc(F)cc3)C2)c(OC)c1OC (configuration not stated)	-4	1	105	·	0.8	-3	120	3	0	4	-3
COCCN(C(=O)c1c(C)noc1C)c1c(N)n(CC(C)C)c(=O)[nH]c1=O	3	11	-9	8	2.2	-9	·	9	-5	-5	-6
O=[N+]([O-])c1ccc(Cl)c(-c2ccc(/C=N/c3c(-c4ccco4)nc4ccccn34)o2)c1	-8	6	11	6	-0.6	11	80	-11	9	8	8
COc1cccc2oc3ccc(C#CC4(N)CCCCC4)cc3c(=O)c12	-19	·	-15	-24	-2.2	-18	111	18	9	-1	-8
CC(Oc1ccc(-c2ccccc2)c(F)c1)c1ccn(S(=O)(=O)c2cccc3ccccc23)n1 (configuration not stated)	-2	0	-17	5	1.1	-9	99	9	-6	7	-6
O=C(NCC1CCCO1)c1ccccc1 (configuration not stated)	-4	-2	·	-8	0.6	-4	107	4	-5	-3	-13
Cc1cc(C)nc(SCc2nnc(SCC(=O)Nc3ncc(C)s3)n2Cc2ccco2)n1	-9	-1	-12	-8	0.6	19	102	-19	-2	4	-1
OC(CN1CCCCCC1)CN(c1ccccc1)c1ccccc1 (configuration not stated)	-7	8	-11	·	0.9	-8	120	8	4	-3	4
CN1CCN(CCC(=O)Nc2ccccc2)CC1	1	1	-4	-5	-1.1	-1	114	1	-2	-11	15
N#Cc1ccsc1NC(=O)COC(=O)c1ccc(NC(N)=O)cc1	-11	-3	97	87*	0.6	8	120	-8	-6	1	2
CCOc1c(C)cnc2c1c(=O)n(Cc1ccccc1Cl)c(=O)n2C	-8	-9	-9	-14	0.8	10	95	-10	-1	-7	13
COc1ccc(C(=O)OC(C)CN2CCOCC2)cc1OC (configuration not stated)	-4	·	·	1	0.9	-13	112	13	-4	1	8
Cc1occc1-c1nnc(SCCCC(=O)c2ccc(F)cc2)n1C	12	35	130	0	-1.7	16	96	-16	-4	-5	-34
COc1cc(NC(=S)NCc2cccnc2)cc(OC)c1OC	-11	2	16	-9	-0.8	6	101	-6	-4	8	-1
CCCSc1nnc(Nc2ccccc2C)s1	-1	1	14	77	-0.5	-18	97	18	-6	-9	5
Cc1nn(CCC(=O)NCc2ccc(OC(C)C)cc2)c(=O)c2nn(-c3ccccc3)c(C)c12	-3	2	10	6	-0.4	10	100	-10	2	9	-8
CN(C)C(=O)CCc1ccc2c3c([nH]c2c1)[C@]1(C)[C@@H](C(=O)N2CCCCC2)C[C@H](CC(=O)NC(C)(C)C)C(=O)N1CC3	-12	·	·	8	1.1	10	106	-10	-3	-3	18
O=C(NC(=S)Nc1nc2c(ccc3ccccc32)s1)c1cccs1	6	-2	9	-16	0.2	2	95	-2	-15	-2	0

Next part, starting with the last 3 of the part before.
SMILES	dFosB act	NSD2 HMT inh	Mot1-301 SUMO	MITF TRPM1 HTS	CDK5 inh	SR-BI HDL uptake	DSG3 Ab inh	SR-BI DiI-HDL act	PKA-R1A act	PKA-R2B activ	Arr AP2 block
Cc1nn(CCC(=O)NCc2ccc(OC(C)C)cc2)c(=O)c2nn(-c3ccccc3)c(C)c12	-3	2	10	6	-0.4	10	100	-10	2	9	-8
CN(C)C(=O)CCc1ccc2c3c([nH]c2c1)[C@]1(C)[C@@H](C(=O)N2CCCCC2)C[C@H](CC(=O)NC(C)(C)C)C(=O)N1CC3	-12	·	·	8	1.1	10	106	-10	-3	-3	18
O=C(NC(=S)Nc1nc2c(ccc3ccccc32)s1)c1cccs1	6	-2	9	-16	0.2	2	95	-2	-15	-2	0
Fc1ccc(C2CCCN2Cc2nc(CC3CC3)no2)cc1 (configuration not stated)	1	·	-1	-8	-4.5	·	92	·	1	1	-16
O=C(C1CC(=O)N(c2ccccc2)C1)N1CCN(c2ccc(F)cc2)CC1 (configuration not stated)	-14	1	99	-8	-4.7	-4	·	4	4	-2	-3
Cn1cnc2ncnc(Oc3ccc(Br)cc3)c21	-7	0	·	10	0.0	-9	130	9	-1	6	-1
Cc1cc(C(=O)NCCC(C)C)c2ccccc2n1	-10	-2	16	-4	0.5	-6	98	6	-7	-8	-3
Cc1c(C(=O)Nc2ccccc2F)cnn1-c1ccccc1	-4	-4	-1	88*	-0.8	12	114	-12	-4	-13	-19
COC(=O)CSc1nc2nc(-c3cccs3)cc(C(F)(F)F)c2c(=O)[nH]1	-9	-2	5	-16	0.6	-132	106	?	6	2	-3
O=C(c1cc2ccccc2oc1=O)N(Cc1ccccc1)Cc1ccc2c(c1)OCO2	-4	0	-9	-2	-0.5	-7	105	7	-2	4	22
CO/N=C(\CCC(=O)O)c1cccs1	-5	-1	-5	-6	-0.4	·	85	·	-17	3	31
O=C(CSc1c(Cl)cccc1Cl)NC1CCCc2ccccc21 (configuration not stated)	-2	-5	349*	-2	-1.1	22	119	-22	7	4	-2
COC(=O)Nc1nc(Sc2ncc(C(F)(F)F)cc2Cl)n[nH]1	-5	-2	1	-5	-3.3	-30	98	30	-15	-5	6
COc1ccc(/C=N/Nc2cc(N3CCOCC3)ncn2)c(OC)c1	3	-4	6	·	6.3	26	103	-26	-2	14	52
Cc1cc(C)nc(N(C#N)CC(=O)c2ccccc2)n1	-4	1	-12	-10	-0.3	22	105	-22	-3	2	-3
CC(=O)N1CCN(C(=S)NCCc2ccccc2)CC1	6	0	9	12	0.1	-14	97	14	-5	-11	6
O=C(CCNc1n[nH]c(=O)[nH]c1=O)N/N=C/c1ccccc1Br	3	-5	-4	3	-0.3	4	108	-4	5	-2	9
Nc1nnc(CC(=O)N/N=C/c2cccc(OCCOc3ccccc3)c2)s1	15	1	6	29	-0.1	16	90	-16	-1	-5	4
O=C(COC(=O)CCS(=O)(=O)c1ccc(Cl)cc1)NCCc1ccc(Cl)cc1Cl	-5	0	-12	-10	2.9	-15	107	15	-14	0	0
O=C(Nc1ccc2c(c1)OCO2)C1CCCCN1S(=O)(=O)c1ccc(F)cc1 (configuration not stated)	-2	0	-6	·	1.1	·	·	·	8	5	30
CC(=O)Nc1cc(C(=O)N2CCN(C)CC2)ccc1S(=O)(=O)c1ccc(C)cc1	10	-3	-8	-9	-0.6	-8	102	8	-5	-10	30
CO/N=C(\C(=O)O)c1csc(NN=C(C)C)n1	7	2	14	-5	-1.7	0	101	0	-7	-2	27
Cc1ccc(C(C)C)c(OCC(O)CN(C)Cc2ccccc2)c1 (configuration not stated)	4	-5	-8	-12	-1.3	-1	96	1	-11	7	-9
CCC(=O)N1c2ccc(S(=O)(=O)CCC(=O)Nc3ccc(OC)cc3OC)cc2CC1C (configuration not stated)	-2	-4	-4	6	-1.8	0	105	0	3	6	·
COc1ccc(-c2csc(N3CCN(c4cc5c(cc4Cl)nc(-c4ccncc4)n5CCOCCO)CC3)n2)cc1	-14	·	38	-9	1.5	61	102	-61	1	9	6
CC1CCCN(CCCCOc2cccc(Br)c2)C1 (configuration not stated)	-2	7	517	-8	-0.3	-15	97	15	-13	-6	26
CCOc1ccccc1NC(=O)c1cccnc1	-8	-12	-2	0	-0.4	-17	95	17	1	9	34
COc1ccc(CCC(=O)N2CCCSC2=Nc2ccc(C(C)=O)cc2)cc1	-7	-1	-5	14	0.5	5	99	-5	0	0	6

Additional records follow:
SMILES	dFosB act	NSD2 HMT inh	Mot1-301 SUMO	MITF TRPM1 HTS	CDK5 inh	SR-BI HDL uptake	DSG3 Ab inh	SR-BI DiI-HDL act	PKA-R1A act	PKA-R2B activ	Arr AP2 block
CCCCN1CC(=O)N2[C@H]3c4cc(C)ccc4OC[C@@H]3[C@H](c3ccccc3)[C@]2(C)C1=O	-7	·	14	8	1.7	9	106	-9	-14	-7	1
CCC(c1nnnn1Cc1ccc(OC)cc1)N1CCN(C(=O)c2ccco2)CC1 (configuration not stated)	2	-3	55	-17	-0.5	·	100	·	3	5	24
Cc1cccc(NS(=O)(=O)c2cc(OCC(N)=O)c(C)cc2Cl)c1	1	2	507	-8	0.5	2	96	-2	-3	2	5
CCc1ccc(NC(=O)CSc2nc3ccccc3c(=O)n2CCN2CCOCC2)cc1	-3	9	1	11	-1.6	13	103	-13	-7	-10	4
CC(=O)Oc1ccc(C)cc1-n1nc2ccccc2n1	-3	-3	-3	·	0.4	1	102	-1	2	1	19
Nc1ccccc1Nc1ccncc1[N+](=O)[O-]	-3	-3	202	·	-0.8	-24	100	24	0	3	-3
CCn1c(COc2ccc3c(c2)CCCC3)nnc1SCC(=O)Nc1ccc(C(=O)OC)cc1	-2	0	-16	15	0.5	22	98	-22	-5	-2	20
CCOc1cc(/C=N/n2cnnc2)ccc1OCC(=O)Nc1ccccc1OC	11	1	8	16	0.2	25	104	-25	-9	-4	-3
CC1CCC(NC(=O)C2CCC(CNc3c(N4CCCCC4)c(=O)c3=O)CC2)CC1 (configuration not stated)	-7	1	-11	-6	-4.0	-2	90	2	-5	-11	-9

Bioassay records: PubChem, several laboratories
